LmPK inh – inhibitors of Leishmania mexicana pyruvate kinase; Q27686; purified LmPK, Kinase-Glo ATP luminescence, 1 h; Potency, µM (highest dose often 57.5 µM), for inactives: top-dose activity change, negative = inhibition, hits mostly inhibitors; 290,000 tested, 0.37% active; also: potency is read from the fitted curve at half-maximal effect
Target sequence (Q27686 whole entry, looked up): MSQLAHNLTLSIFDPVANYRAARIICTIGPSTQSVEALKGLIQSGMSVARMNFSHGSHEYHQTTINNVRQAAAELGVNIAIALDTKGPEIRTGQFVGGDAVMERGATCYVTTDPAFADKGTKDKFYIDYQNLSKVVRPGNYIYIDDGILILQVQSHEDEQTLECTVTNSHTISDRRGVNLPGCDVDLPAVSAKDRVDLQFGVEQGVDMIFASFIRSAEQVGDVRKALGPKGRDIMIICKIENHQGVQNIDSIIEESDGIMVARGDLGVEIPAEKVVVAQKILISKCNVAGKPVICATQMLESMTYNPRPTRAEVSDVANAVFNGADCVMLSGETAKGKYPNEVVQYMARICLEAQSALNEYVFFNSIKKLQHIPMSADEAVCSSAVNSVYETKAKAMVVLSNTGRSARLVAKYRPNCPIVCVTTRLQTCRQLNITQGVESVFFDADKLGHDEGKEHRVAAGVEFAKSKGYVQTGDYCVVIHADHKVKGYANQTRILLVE
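Screened at intermediate enzyme activity to detect both inhibitors and activators: LmPK at 0.1 nM, with a 0.5 nM enzyme column as activation reference. PEP 0.5 mM, ADP 0.1 mM; ATP detected by luminescence after 1 h.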
HCMV inh – blocks human cytomegalovirus replication | HFF cells, HCMV-luciferase reporter, 72 h; stronger effect = lower value | activity change, negative = inhibition, % at 57.5 µM | 410,000 tested, 4.5% active | AID 1259415; in the data active = activity change below about -60%; inconclusive = no clear call, values can overlap the other calls; inactive = above about -39%
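Two-dose cell screen: HFF monolayers treated with compounds and infected with luciferase-expressing HCMV at 1 PFU/cell, 72 h at 37C, then lysed for luciferase measurement.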
AmpC detergent – blocks E. coli AmpC beta-lactamase in detergent assay; AmpC hydrolysis of nitrocefin, absorbance 480 nm, 0.01% Triton; Potency, µM (series often up to 114 µM), for inactives: at the highest dose activity change, negative = inhibition, actives largely listed as inhibitors; 370,000 tested, 0.041% active; AID 485294;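 also: potency is read from the fitted curve at half-maximal effect; 0% = no-compound wells and -100% = no-enzyme wells; nearly all actives have a fitted effect of over 25% in size; some results filed as inactive show a strong effect at the top dose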
Target sequence (P00811 whole entry, looked up): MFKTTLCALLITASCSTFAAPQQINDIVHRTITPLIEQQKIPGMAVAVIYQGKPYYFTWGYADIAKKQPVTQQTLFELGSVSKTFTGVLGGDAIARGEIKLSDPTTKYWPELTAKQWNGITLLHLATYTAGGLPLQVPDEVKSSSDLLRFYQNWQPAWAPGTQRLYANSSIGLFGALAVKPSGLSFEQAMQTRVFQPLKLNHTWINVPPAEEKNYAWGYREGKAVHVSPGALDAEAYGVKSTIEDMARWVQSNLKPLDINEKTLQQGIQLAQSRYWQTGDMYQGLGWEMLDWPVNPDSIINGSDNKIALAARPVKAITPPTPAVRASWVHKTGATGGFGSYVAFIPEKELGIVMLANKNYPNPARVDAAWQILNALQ
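AmpC (5.3 nM in the dispensed reagent) in 20 mM phosphate pH 7.0 with 0.01% (detergent screen) or 0.0001% Triton X-100 was preincubated with compounds for 15 min at room temperature. Nitrocefin was then added from an 800 uM solution, and hydrolysis was followed at 480 nm.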
HCV inh – blocks hepatitis C virus; Huh7.5.1 HCVcc-Cre infection, luciferase reporter, 44 h; Potency, µM (top dose mostly 41.8 µM), without a hit: at the highest dose activity change, negative = inhibition, actives largely listed as inhibitors; 340,000 tested, 3.4% active; AID 651820; also: potency is read from the fitted curve at half-maximal effect
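A cell-based infection assay in which seeded cells (1,000 per well) receive test compound after 4 h, are inoculated with HCVcc-Cre at approximately 0.5 moi, and are incubated 44 h before luminescence detection.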
TbPYK inhibitor – inhibitors of Trypanosoma brucei pyruvate kinase; Q57TT1; TbPYK enzyme, Kinase-Glo Plus ATP luminescence, 45 min; Potency, µM (top dose mostly 76.8 µM), without a hit: at the top dose activity, negative = inhibition, most hits filed as inhibitors; 410,000 tested, 0.12% active; AID 624173; also: potency is read from the fitted curve at half-maximal effect; nearly all actives have a fitted effect of over 50% in size
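Enzyme and substrate buffer are dispensed first and compound is pin-transferred. ADP at 130 uM final then starts the reaction, which runs 45 min at room temperature. Detection reagent is added for 10 min before luminescence is imaged.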
AmpC no deterg – AmpC beta-lactamase inhibition without detergent; P00811; AmpC nitrocefin hydrolysis, absorbance 480 nm, 0.0001% Triton; 330,000 tested, 0.52% active; Potency, µM (doses to about 57.1 µM), for the others: at the top dose activity change, negative = inhibition, actives largely listed as inhibitors; AID 485341;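 also: potency is read from the fitted curve at half-maximal effect; plate controls were no compound for no effect and no enzyme for full effect; nearly all actives have a fitted effect of over 20% in size; some results filed as inactive show a strong effect at the top dose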
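AmpC (5.3 nM in the dispensed reagent) in 20 mM phosphate pH 7.0 with 0.01% (detergent screen) or 0.0001% Triton X-100 was preincubated with compounds for 15 min at room temperature. Nitrocefin was then added from an 800 uM solution, and hydrolysis was followed at 480 nm.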
AMA1-RON2 inh – disrupts binding of P. falciparum AMA1 to RON2; AlphaScreen AMA1-biotinylated RON2 peptide binding; Potency, µM (top dose mostly 58.2 µM), inactives show at the top dose activity change, negative = inhibition, actives largely listed as inhibitors; 360,000 tested, 0.2% active; AID 720542;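 also: potency is read from the fitted curve at half-maximal effect; 0% = vehicle wells and -100% = peptide control; nearly all actives have a fitted effect of over 45% in size; some results filed as inactive show a strong effect at the top dose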
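AMA1 (3D7) with his tag at 25 nM final met compounds first, then biotinylated RON2 peptide at 25 nM; detection used donor plus acceptor beads, 10 µg/mL apiece, read by AlphaScreen after 30 min at room temperature.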
* = called active by the depositor; ? = inconclusive; / = no result given; [ ] = remark or other dose. Unless noted, calls follow the shape of the dose curve; as a rule, active = well fitted curve in the direction sought with a large enough effect; inconclusive = small, poorly fitted or top-dose-only effect, or another doubt; inactive = no such curve, though single readings can be large; an effect the other way counts as inactive or inconclusive. Unless noted, % is scaled to controls: 0 for no effect and ±100 for the full control effect.

Structure,LmPK inh,HCMV inh,AmpC detergent,HCV inh,TbPYK inhibitor,AmpC no deterg,AMA1-RON2 inh
Cc1onc(NC(=O)c2ccc([N+](=O)[O-])o2)c1Br,-1%,?,6%,12%,2%,-20%,-2%
CCn1c(COc2cccc(C)c2)nnc1SCC(=O)CC(=O)Nc1ccccc1OC,0%,-22,-11%,-19%,-17%,-17%,79%[activator]
Cc1cccn2c(=O)c3cc(C(=O)N4c5ccccc5CC4C)n(C)c3nc12 (stereo not drawn),-2%,-27,-2%,2%,-22%,-19%,16%
CC(C)(C)OC(=O)N[C@H](C(=O)OC(C)(C)C)c1ccc2ccccc2c1,/,-20,-8%,0%,-3%,-27%,0%
COc1ccc(-c2cnc3c(NC(C)=O)cc(-c4ccccc4OC)cn23)cc1OC,/,19,/,/,-15%,/,-22%
CCOC(=O)c1c(C)[nH]c2c1cc(O)c1ccccc12,3%,-34,1%,?,0%,25%,11%
O=C(c1ccc(OCC2CCCO2)cc1)N1CCN(S(=O)(=O)c2cccc(F)c2)CC1 (stereo not drawn),/,0,?,-22%,-2%,-4%,47%[activator]
Cc1cccc(N2CN=c3s/c(=C\c4ccccn4)c(=O)n3C2)c1,5%,150,-14%,-19%,-23%,-16%,-8%
COc1cccc(CC2(CO)CCN(C(=O)NC3CCCCC3)CC2)c1,2%,?,-3%,-2%,1%,45%,-3%
O=S1(=O)N=C(Nc2ccc(S(=O)(=O)N3CCCCC3)cc2)c2ccccc21,-7%,-34,-17%,11%,-3%,-52%,-2%
O=c1oc2ccccc2c(NC2CCCCC2)c1NS(=O)(=O)c1ccc(F)cc1,3%,-9,-6%,-18%,-16%,-19%,-2%
CC(=O)NCCc1ccc(C(=O)COC(=O)C2CCCCC2)cc1,/,14,/,30%[activator],-9%,22%,-3%
CCCN(C(=O)c1ccco1)c1nnc(-c2ccncc2)s1,-1%,0,-6%,-5%,-2%,-4%,-9%
CCN1CCN(C(=O)c2sc3nc(C)nc(N4CCC(C)CC4)c3c2C)CC1,6%,?,0%,-20%,1%,184%[activator],4%
CC1=C(c2ccc(C)c(C)c2)S(=O)(=O)N=C1N1CCN(c2cccc(C)c2)C(C)C1 (stereo not drawn),/,?,-6%,/,0%,/,/
CCN(C(=O)COC(=O)/C=C/c1cccc(Br)c1)C1CCS(=O)(=O)C1 (stereo not drawn),0%,-5,-8%,-13%,-5%,53%,6%
Cc1noc(/C=C/c2ccco2)c1S(=O)(=O)N1CCC(C(=O)N2c3ccccc3CC2C)CC1 (stereo not drawn),-2%,?,?,?,-2%,-14%,-14%
N#Cc1c(-c2ccco2)nc(NCC2CCCO2)[nH]c1=O (stereo not drawn),6%,?,?,9%,2%,-22%,1%
Cc1ccc2nc(-c3ccsc3)c(NC3CCCC3)n2c1,0%,-28,5%,-14%,-1%,-17%,6%
CCc1ccc2oc(-c3cc(N=Cc4cccc(OC)c4O)ccc3O)nc2c1,-25%,/,-9%,8%,-9%,-30%,50%[activator]
COc1ccccc1NC(=O)C1CCOC1=O (stereo not drawn),/,17,/,17%,1%,/,-6%
COc1cc(OC)cc(-c2nnc(Sc3ccc(C=O)cc3[N+](=O)[O-])o2)c1,9%,/,3%,/,/,-28%,/
C=CCn1c(O)c(N=NC(=S)Nc2ccc(OC)c(Cl)c2)c2ccccc21,0%,?,?,?,1%,-32%,2%
O=C(COC(=O)c1ccccc1C(=O)OCC(=O)NCCc1c[nH]c2ccccc12)NCCc1c[nH]c2ccccc12,/,64,?,?,-2%,-18%,?
CCOc1ccc(C(NC(=O)/C=C/c2ccco2)c2ccc(OC)c(OC)c2)cc1 (stereo not drawn),5%,0,-2%,13%,-18%,51%,3%
Cc1ccc(OCc2ccc(-c3nc(C#N)c(NCc4ccccc4Cl)o3)o2)cc1,/,-1,25%,/,3%,/,/
CCC(CO)NCc1ccc(OC2CCCC2)cc1 (stereo not drawn),3%,-38,-3%,-12%,1%,0%,4%
O=C(c1ccsc1)N1CCCC(N2CCN(c3ccccc3F)CC2)C1 (stereo not drawn),-4%,-16,6%,-4%,-18%,1%,7%
COc1ccc(C)cc1S(=O)(=O)Nc1cccnc1,0%,65,-7%,18%,-6%,-10%,5%
CCOC(=O)CSc1nc(C2CC2)cc(-c2ccc(Cl)cc2)c1C#N,-3%,-8,5%,12%,-14%,-20%,25%
COc1ccc(NC(=O)Cc2ccc(NC(=O)N3CCCCc4ccccc43)cc2)c(OC)c1,/,35,-2%,/,-5%,/,/
O=C(O)c1ccc(-n2c(/C=C/c3cccc([N+](=O)[O-])c3)nc3ccccc3c2=O)cc1,3%,-25,1%,18%,2%,-25%,21%
O=C(Cc1ccccn1)c1ccc(Cl)cc1,/,-68*,2%,-6%,-4%,-5%,80%[activator]
Cc1cccc(C)c1-n1nnnc1C1(C)CCC(=O)N1Cc1ccco1 (stereo not drawn),/,-11,/,/,1%,/,-4%
O=c1cc(N2CCN(c3ccccc3)CC2)[nH]c(=O)n1C1CCCCC1,0%,13,?,-4%,2%,-19%,0%
COc1ccc(C(=O)Nc2nnc(-c3cccs3)s2)cc1,-7%,20,-2%,?,-6%,-10%,12%
O=C(Cn1cccc1C(=O)c1ccccc1)NCc1cccc(Cl)c1,-1%,11,-8%,11%,-18%,-19%,-2%
COC(=O)c1ccc(C(=O)OC)c(NS(C)(=O)=O)c1,-1%,20,0%,3%,-11%,-8%,2%
Nc1nc(NCc2ccco2)nc(Nc2ccccc2)c1[N+](=O)[O-],4%,0,-9%,-4%,3%,-14%,-7%
COc1ccc(NC(=O)Cn2cc(S(=O)(=O)Cc3ccc(F)cc3)c3ccccc32)cc1OC,/,0,1%,/,-1%[15.4 µM],/,/
COc1ccc(N(CC(=O)NCc2ccco2)S(=O)(=O)c2ccc(OC)c(OC)c2)cc1,15%,0,-15%,14%,-14%,24%,-8%
Cc1ccc(OC(F)F)c(NC(=O)Nc2ccc3c(c2)OCO3)c1,5%,22,0%,?,-5%,-7%,-8%
COc1ccc(NC(C)=O)cc1C,5%,3,0%,-12%,5%,-26%,3%
CCC(CC)N=C1NS(=O)(=O)c2cc([N+](=O)[O-])ccc21,3%,-10,1%,-26%,-6%,-16%,4%
Cc1ccccc1NS(=O)(=O)c1ccc(C2CNC(=O)C2)cc1 (stereo not drawn),-2%,46,?,4%,-2%,-11%,-5%
N#Cc1cccc(NS(=O)(=O)c2ccc(S(=O)(=O)N3CCOCC3)cc2)c1,/,-16,-2%,18%,-4%,-19%,-1%[11.6 µM]
O=C(N/C(=C/c1ccco1)C(=O)N1CCOCC1)c1ccccc1Br,-7%,-4,-2%,14%,-14%,80%[activator],19%
COc1cccc(/C=N/NC(=O)c2nc(-c3ccccc3)cc(-c3ccccc3)n2)c1,2%,-28,5%,1%,-15%,-33%,-2%

Looked up above.
In HCV inh, `O=C(N/C(=C/c1ccco1)C(=O)N1CCOCC1)c1ccccc1Br` is entered as 14%
In TbPYK inhibitor, `N#Cc1cccc(NS(=O)(=O)c2ccc(S(=O)(=O)N3CCOCC3)cc2)c1` is entered as -4%
In TbPYK inhibitor, `Cc1ccc(OC(F)F)c(NC(=O)Nc2ccc3c(c2)OCO3)c1` is entered as -5%
In AMA1-RON2 inh, `Cc1ccccc1NS(=O)(=O)c1ccc(C2CNC(=O)C2)cc1` (stereo not drawn) is entered as -5%

The listing continues:
Structure,LmPK inh,HCMV inh,AmpC detergent,HCV inh,TbPYK inhibitor,AmpC no deterg,AMA1-RON2 inh
COCCCNC(CC(=O)Nc1ccc(OC)cc1OC)C(=O)O (stereo not drawn),0%,-17,0%,-14%,-6%,/,-6%
COc1ccccc1-c1cc(NC(C)=O)c2ncc(-c3cccc(C(C)=O)c3)n2c1,/,-16,/,/,-1%,/,11%
CC(C)CC(OC(=O)CC1Sc2ccccc2NC1=O)C(=O)NC1CCCC1 (stereo not drawn),-1%,-18,-14%,0%,2%,-9%,-1%
O=C(O)c1ccccc1N1C(=O)C2C3c4ccccc4C(Br)(c4ccccc43)C2C1=O (stereo not drawn),3%,-4,0%,18%,-19%,2%,0%
CCOc1ccc(S(=O)(=O)N2CCC(C(=O)Nc3cccc(NC(C)=O)c3)CC2)cc1,-8%,12,-5%,2%,-11%,20%,-12%
Cc1nn(-c2ccccc2)c(C)c1S(=O)(=O)O,13%,?,4%,2%,2%,1%,-12%
Cc1ccc(NC(=O)C2CCN(S(=O)(=O)c3cccs3)CC2)cc1C,-1%,/,?,?,1%,-31%,36%[activator]
Cc1cc(=O)[nH]c2c(C)cc(S(=O)(=O)N3CCOCC3)cc12,/,22,/,0%,9%,/,8%

Limited to TbPYK inhibitor, HCV inh and LmPK inh (2 entries from above):
compound | TbPYK inhibitor | HCV inh | LmPK inh
O=C(O)c1ccccc1N1C(=O)C2C3c4ccccc4C(Br)(c4ccccc43)C2C1=O (stereo not drawn) | -19% | 18% | 3%
CCOc1ccc(S(=O)(=O)N2CCC(C(=O)Nc3cccc(NC(C)=O)c3)CC2)cc1 | -11% | 2% | -8%

(continued)
Structure,LmPK inh,HCMV inh,AmpC detergent,HCV inh,TbPYK inhibitor,AmpC no deterg,AMA1-RON2 inh
CC1CCCC(NC(=O)c2cc(S(=O)(=O)N3CCOCC3)ccc2F)C1C (stereo not drawn),-3%,-28,?,-3%,1%,35%,0%
Cc1cccc(NC(=O)CN2C(=O)COc3ccc(Cl)cc32)c1C,-4%,30,0%,-14%,-1%,-19%,-1%
COc1cc(CC(=O)OCC(=O)NC2CCCCC2C)cc(OC)c1OC (stereo not drawn),/,4,?,7%,0%,-2%,1%
Cn1cc(C(=O)N/N=C/c2c(O)ccc3ccccc23)ccc1=O,1%,-99*,-9%,4.5µM*,0%,-8%,?
COc1ccccc1CN1[C@@H](CC(=O)O)c2cc(F)ccc2S1(=O)=O,/,5,/,?,1%,/,18%
Nc1nc(NC(=O)c2ccc(Cl)cc2)nn1-c1ccccc1,5%,-17,-4%,4%,3%,-18%,29%
Cc1cc2c(s1)NC(=O)CN=C2c1cccs1,1%,8,9%,-3%,-1%,/,67%[activator]
OC1(c2ccc3ccccc3c2)CCN(Cc2ccccc2)C1 (stereo not drawn),-3%,/,-9%,-6%,-6%,22%,-6%
Cc1ccc(CNS(=O)(=O)c2c(C)[nH]c(=O)[nH]c2=O)cc1,0%,-34,-4%,5%,1%,-17%,-5%
O=C(CSc1nc2ccccc2c(=O)[nH]1)N1CCN(S(=O)(=O)c2ccccc2)CC1,-2%,45,5%,-2%,-3%,-1%,-4%
